# Assay outcomes: PubChem BioAssay, NCI
# All columns: NCI-60 one-dose screen, growth in % after 48 h at 10 µM unless noted; 100 = growth as untreated, 0 = no growth, -100 = all killed.
# MDA-MB-231: MDA-MB-231 breast cancer; 81,000 compounds, 5% hits; AID 1794789
# MDA-MB-468: MDA-MB-468 breast cancer; 78,000 compounds, 8.5% hits; AID 2202374
# T-47D: T-47D breast cancer; AID 1794792; 79,000 compounds, 5% hits
# LOX IMVI: LOX IMVI melanoma; 79,000 compounds, 7.4% hits; AID 1794757
# BT-549: BT-549 breast cancer; 78,000 compounds, 4.4% hits
# HS 578T: HS 578T breast cancer | 78,000 compounds, 4.1% hits | AID 1794788
# MCF7: MCF7 breast cancer; 82,000 compounds, 6.3% hits; AID 1794796
# K-562: K-562 leukemia; 78,000 compounds, 7.4% hits; AID 1794777
# * marks the source's active call; other numbers are inactive results; nt = no result given; & = joins results of further samples. How the source made its calls: active means growth percent below 10; inactive means the rest.
SMILES,MDA-MB-231,MDA-MB-468,T-47D,LOX IMVI,BT-549,HS 578T,MCF7,K-562
COc1cc2c(=O)ccn(-c3ccc(NC(C)=O)cc3)c2cc1OC,85,91,104,102,105,102,105,102
CCCCC(CC)CN1C(=O)C2C3C=CC(C3)C2C1=O (stereo not drawn),104,87,86,99,nt,105,93,96
O=S(=O)(N/N=C/c1ccc(O)cc1O)c1cc(Cl)c(Cl)cc1Cl,103,107,114,94,117,113,106,95
COc1cccc(-n2cc(-c3nc(Cl)c4ccccc4n3)nn2)c1,107,117,nt,109,96,110,93,98
CC(C)(C)c1ccc(C(=O)Nc2cccc(NC(=O)c3ccccn3)c2)cc1,98,102,75,73,95,107,77,62
Cc1c2c[n+](C)ccc2c(C)c2c1[nH]c1ccc(O)cc12,99,53,53,89,88,95,79,80
COc1ccc2cc([C@@H]3C[C@H](Cl)CCO3)ccc2c1,100,91,92,98,101,108,100,96
Cc1cc(O)c(C(C)C)cc1N=Cc1ccc(Cl)cc1Cl,89,104,92,85,112,100,72,93
CC12SCC(C(=O)NCc3ccc(Cl)cc3Cl)N1C(=O)c1ccccc12 (stereo not drawn),100,89,80,102,108,92,89,79
C=CCN(C=O)CC=C,106,102,101,103,115,119,93,100
CC1(C)NC(=O)CC[C@]2(C)[C@H]3CC=C4[C@@H]5C[C@](C)(CO)CC[C@]5(C)CC[C@@]4(C)[C@]3(C)CC[C@@H]12,104,113,93,nt,106,106,93,96
c1ccc2c(N3CCCCC3)ncnc2c1,96,76,130,93,91,116,97,94
C[N+](C)(C)CC(=O)N/N=C\c1ccccc1[N+](=O)[O-],119,118,103,97,120,109,109,nt
CS(=O)(=O)c1ccc(-c2nn(-c3ccccc3)cc2/C=C/C(=O)c2ccc(Br)cc2)cc1,88,91,88,68,105,117,50,47
O=C1/C(=C/c2cccc3c2OCO3)Cc2c(F)cc(Br)cc21,115,105,95,100,123,115,84,109
CC1(C)[C@@H]2CC[C@]1(C)[C@@H](O)C2,97,98,95,97,100,98,92,112
COC(=S)Nc1ccc(S(=O)(=O)Nc2ccc(Cl)nn2)cc1,106,82,94,102,67,97,97,86
O=C1NCCC12CCN(c1c(Cl)cncc1-c1ccc(O)cc1)CC2,102,84,94,88,114,101,95,98
C#CCOC(=O)[C@]12CC[C@@H](C(=C)C)[C@@H]1[C@H]1CC[C@@H]3[C@@](C)(CCC#N)[C@H](C(=C)C)CC[C@@]3(C)[C@]1(C)CC2,61,60,nt,83,97,81,79,68
CC(C)c1[nH]nc2c(NCc3ccc(-c4ccccn4)cc3)nc(SCCN)nc12,5.1*,-60*,-16*,-18*,-32*,11,1.6*,3.9*
O=C(CSCc1c(F)cccc1Cl)Nc1ccc(F)c(Cl)c1,82,84,62,nt,79,77,81,48
COc1nc(OC)nc(-c2cnc3cc(N(C)C)ccc3c2)n1,80,126,79,88,103,97,76,89
Cc1nc(Nc2cccc(NC(=O)Nc3ccccc3)c2)c2ccccc2n1,103,98,104,102,99,107,85,104
c1ccc(Nc2cccn3nnnc23)cc1,97,94,102,101,109,109,99,126
CC(C)CC(=O)C1CCCC1,110,106,110,92,111,104,96,108

# (next part)
SMILES,MDA-MB-231,MDA-MB-468,T-47D,LOX IMVI,BT-549,HS 578T,MCF7,K-562
CC/C(Cc1ccccc1)=C(/c1ccc(O)cc1)c1ccc(OCCCN(C)C)cc1,68,88,53,93,106,79,24,16
CCCCCCCCn1ccc2cc(NC(=O)Cn3cc(CN4CCOCC4)nn3)ccc21,90,88,93,102,78,90,90,89
C=CC(=O)Nc1cccc(-c2nc(SC)nc(NCCc3ccc(OC)c(OC)c3)c2C#N)c1,64,19,8.6*,57,25,71,16,31
CC(=O)O[C@H]1C[C@@]2(C)[C@@H](C/C(=N/O)[C@H]3[C@@]4(C)CCNC(=O)[C@@H](C)[C@@H]4CC[C@@]32C)/C1=C(\CCC=C(C)C)C(=O)O,99,99,99,98,105,93,98,97
CC(C)OC(=O)c1ccc2n1CCc1cnc(Nc3ccccc3)nc1-2,83,66,nt,90,91,100,50,33
COc1ccc(/C=C2\CN(C(=O)C(Cl)Cl)C/C(=C\c3ccc(OC)c(OC)c3)C2=O)cc1OC,7.1*,-14*,0.3*,-68*,-41*,21,0.5*,4.6*
Cc1ccc(C2=NN3C(C2)c2ccccc2OC32C(=O)Nc3ccc(Br)cc32)o1 (stereo not drawn),105,117,110,99,101,98,87,108
O=C(O)c1ccc(F)cc1F,97,85,93,97,90,96,98,107
COc1ccc(-c2nc3sccn3c2-c2ccnc(NCCNS(=O)(=O)c3ccc(F)cc3)n2)cc1,65,52,42,59,75,106,72,59
c1ccc2oc(-c3ccncc3)cc2c1,100,97,100,114,77,118,96,96
Cc1ccccc1-c1cc(Cc2ccc(F)cc2)c(=O)[nH]n1,109,109,99,99,106,100,98,85
N#Cc1ccc(-c2cc3cnc4ccccc4c3oc2=O)cc1,105,107,102,100,107,106,113,90
COC(C(=O)[C@@H](O)[C@@H](C)O)[C@@H]1Cc2cc3cc(O[C@H]4C[C@@H](O[C@H]5C[C@@H](O)[C@H](O)C(C)O5)[C@H](O)C(C)O4)cc(O)c3c(O)c2C(=O)[C@H]1O[C@H]1C[C@@H](O[C@H]2C[C@@H](O[C@H]3C[C@@H](OC)[C@H](O)C(C)O3)[C@@H](O)C(C)O2)[C@H](O)C(C)O1 (stereo partly drawn),43,59,35,18,38,46,12,39
COc1ccc(Cn2c(Br)c3c(c2Br)-c2nc(NC(=O)c4ccc(OC)cc4)sc2CC3)cc1,53,84,69,80,84,58,79,79
CN1C(=O)N(C)C2NC(N/N=C/c3ccc([N+](=O)[O-])cc3)=NC21 (stereo not drawn),106,102,95,94,99,90,101,102
Nc1c(C(=O)Nc2ccccc2Cl)sc2nc3c(cc12)C(O)CCC3 (stereo not drawn),58,26,39,46,52,59,24,11
NC1=NCc2nc3ccccc3c(=O)n2C1,86,nt,113,99,113,111,105,87
c1ccc(C2=C(c3ccccc3)C(c3ccccc3)=C(c3ccccc3)C2)cc1,79,95,98,85,101,104,95,41
COc1ccc(NC(=O)N2CCN(c3nc(-c4ccc(C)cc4)nc4ccccc34)CC2)cc1,94,83,56,77,88,97,68,54
CCS(=O)(=O)c1ccc(C(=O)NN)cc1,95&94,100&102,104&84,100&95,101&100,118&101,95&97,104&91
COCc1cc2c(cn1)CN(C(=O)Nc1nc(-c3cncs3)ccc1N)C2,103,109,98,106,103,112,86,94
O=C(NCCCNC(=O)OCc1ccc2cccc(O)c2n1)OCc1ccc2cccc(O)c2n1,70,11,49,-73*,nt,57,19,14
O=C(c1ccncc1)c1c(Cc2ccccc2)ccc2ccccc12,70,nt,113,91,-8.0*,95,101,101
N#Cc1cn[nH]c1N,111,108,97,101,95,109,99,106
O=C(Cn1cc(CN2CCN(c3ccnc4cc(Cl)ccc34)CC2)nn1)Nc1ccc([N+](=O)[O-])cc1,87,70,89,97,97,93,88,93

# Copied from above for reference:
SMILES,MDA-MB-231,MDA-MB-468,T-47D,LOX IMVI,BT-549,HS 578T,MCF7,K-562
CN1C(=O)N(C)C2NC(N/N=C/c3ccc([N+](=O)[O-])cc3)=NC21 (stereo not drawn),106,102,95,94,99,90,101,102
Nc1c(C(=O)Nc2ccccc2Cl)sc2nc3c(cc12)C(O)CCC3 (stereo not drawn),58,26,39,46,52,59,24,11
NC1=NCc2nc3ccccc3c(=O)n2C1,86,nt,113,99,113,111,105,87
c1ccc(C2=C(c3ccccc3)C(c3ccccc3)=C(c3ccccc3)C2)cc1,79,95,98,85,101,104,95,41
COc1ccc(NC(=O)N2CCN(c3nc(-c4ccc(C)cc4)nc4ccccc34)CC2)cc1,94,83,56,77,88,97,68,54
CCS(=O)(=O)c1ccc(C(=O)NN)cc1,95&94,100&102,104&84,100&95,101&100,118&101,95&97,104&91
COCc1cc2c(cn1)CN(C(=O)Nc1nc(-c3cncs3)ccc1N)C2,103,109,98,106,103,112,86,94
O=C(NCCCNC(=O)OCc1ccc2cccc(O)c2n1)OCc1ccc2cccc(O)c2n1,70,11,49,-73*,nt,57,19,14
O=C(c1ccncc1)c1c(Cc2ccccc2)ccc2ccccc12,70,nt,113,91,-8.0*,95,101,101
N#Cc1cn[nH]c1N,111,108,97,101,95,109,99,106
O=C(Cn1cc(CN2CCN(c3ccnc4cc(Cl)ccc34)CC2)nn1)Nc1ccc([N+](=O)[O-])cc1,87,70,89,97,97,93,88,93

# Later entries
SMILES,MDA-MB-231,MDA-MB-468,T-47D,LOX IMVI,BT-549,HS 578T,MCF7,K-562
CCOc1ccc(/C=C/c2nc(=O)c3ccccc3o2)cc1,87,94,46,89,99,106,86,58
C=C(C)[C@@H]1CC[C@]2(C(=O)O)CC[C@]3(C)[C@H](CC[C@@H]4[C@@]5(C)Cc6cc(C)oc6C(C)(C)[C@@H]5CC[C@]43C)[C@@H]12,75,37,36,60,60,75,34,32
CCOC(=O)C(C#N)N=Nc1ccccc1 (stereo not drawn),126,100,103,109,109,105,90,96
CCCCCCCCc1nc2ccccc2s1,99,102,99,97,100,97,95,90
O=C(CCCCCCC(=O)Nc1ccc(C(=O)/C=C/c2cn(-c3ccccc3)nc2-c2ccc([N+](=O)[O-])cc2)cc1)NO,87,74,78,85,99,83,82,78
COc1c2ccoc2cc2oc(C)c(-c3cc(-c4ccc(F)cc4)c(C#N)c(=O)[nH]3)c(=O)c12,84,89,74,72,105,112,92,96
CC(=O)c1cccc(Nc2ncnc3ccc(NC(=O)c4ccco4)cc23)c1,88,60,77,92,97,102,81,87
Cn1cc(-c2ccc(-c3cn(C)c4ncccc34)s2)c2cccnc21,103,75,43,94,98,99,61,nt
N#CC1C=Cc2ccccc2N1C(=O)c1ccccc1 (stereo not drawn),97,59,120,92,118,105,114,98
CSc1nc(Nc2ccccc2)c2c(F)cccc2n1,86,95,70,91,89,85,95,94
COc1cccc2c1C(=O)OC2=O,99,87,92,97,90,99,92,83
Cc1cc(C)c2c(-c3cc(-c4ccc(N(C)C)cc4)c(C#N)c(N)n3)cc(C(=O)c3ccc(Br)cc3)n2c1,81,134,74,87,109,88,71,90
O=C(O)c1ccc(N/C=C/C(=O)c2cc3cc(Br)ccc3oc2=O)cc1,110,94,92,98,90,87,94,96
CCCC(C)C1CCC(=O)CC1 (stereo not drawn),102,108,108,104,108,102,89,104
CCOC(=O)C1=C2C(=O)[C@@]3(C)C=C(C)C[C@H]3C[C@H](C)[C@H]2CC[C@@H]1C,88,99,92,93,102,99,103,93
CN(C)c1ccc(/C=C(\C#N)c2ccccc2)cc1,49&50&56,4.8*,30&36&40,42&41&51,49&53&51,29&56&28,33&24&24,24&14&11
Oc1ccc(Cl)cc1-c1cc(-c2ccc(Cl)cc2)n[nH]1,37,8.5*,31,58,84,81,3.0*,40
O=C1C(c2[nH]c3ccc(S(=O)(=O)O)cc3c2O)=Nc2ccc(S(=O)(=O)O)cc21,94,110,94,92,92,113,60,99
NC(N)=NCCCCC(N)C(=O)O (stereo not drawn),102,94,106,96,100,101,98,100
COC(=O)c1c2c(c(C)[n+]([O-])c1C)C(=O)C=CC2=O,0.9*,-33*,-13*,-86*,-90*,0.1*,-59*,10
Cc1c[n+]([O-])ccc1[N+](=O)[O-],103&123,95&112,102&114,99&99,107&98,104,92&96,100&109
CCC1C=Cc2ccccc21 (stereo not drawn),109,105,91,97,98,nt,96,93
Cc1ccc(-n2c(-c3ccccc3)c(-c3ccccc3)c3c(SCC(=O)NN)ncnc32)cc1,86,122,61,85,80,103,92,76
CC(=O)Nc1cc(C)cc(C)n1,119,112,109,99,108,106,93,nt
Cc1ccc(S(=O)(=O)Oc2ccc(-c3ccc(OS(=O)(=O)c4ccc(C)cc4)cc3)cc2)cc1,93,57,72,83,91,105,88,95

# More entries
SMILES,MDA-MB-231,MDA-MB-468,T-47D,LOX IMVI,BT-549,HS 578T,MCF7,K-562
COc1ccc(-c2nc3ccccn3c2-c2nc3ccc(OC)cc3[nH]2)cc1,77,83,89,nt,104,nt,105,93
CCN(CC)CCOc1ccc(/C(=C(\C)c2ccc(F)c(OC)c2)c2ccc(Cl)cc2)cc1,28,-16*,19,-94*,60,16,-3.6*,-7.5*
COc1ccc2c(C)cc(SCC(=O)Nc3c(C)n[nH]c3C)nc2c1,109,113,97,98,121,99,109,95
CCOC(=O)/C(C#N)=C(\CC)c1ccccc1,102,114,95,93,99,96,99,101
COC1=CC(c2ccc[nH]2)=N/C1=C\c1[nH]c(C)c(C(=O)CCCCC(=O)NCc2ccccc2)c1C,-31*,4.2*,50,-56*,21,72,-100*,74
COc1ccc2c3c([nH]c2c1)C(=O)c1nc(C)ccc1C3=O,50,15,49,19,72,85,41,41
COc1ccc(NC(=O)Cn2c(/C=C/c3cccc([N+](=O)[O-])c3)nc3ccccc3c2=O)cc1,16,84,69,51,nt,67,47,nt
COc1ccccc1NCc1ccc(CO)n1-c1ccc(C)cc1,91,97,77,87,101,98,85,nt
O=C(NO)c1cc(O)c(O)c(O)c1,108,nt,102,94,134,97,86,134
CC(C)(C)OC(=O)CN1CCc2c(sc3ncnc(N4CCN(c5ccc(F)cc5)CC4)c23)C1,76,92,64,97,76,70,91,88
CCN(CC)C(=O)COc1ccc(C=C2C(=O)NC(=O)NC2=O)cc1,110,111,108,98,108,99,107,102
CCN1C(=O)C=CC1=O,111,nt,96,99,nt,nt,99,110
O=C1OS(=O)(=O)Nc2ccccc21,112,108,117,104,101,91,107,101
CCC(C)NC(=O)CC(C)C (stereo not drawn),107,nt,96,102,83,119,92,108
COc1cc(/C=C2\Cc3ccccc3C2=O)cc(OC)c1OC,99,84,87,92,89,114,31,101
CCC(C)(O)C(C)=O (stereo not drawn),127,103,94,100,109,97,96,106
O=C(/C=C/c1ccc(N2CCOCC2)cc1)c1cc2ccccc2oc1=O,84,nt,95,90,82,86,75,nt
Cn1c(N)c(C(=O)/C=C/c2ccccc2)c(=O)[nH]c1=O,96,95,103,103,115,103,89,107
CS(=O)(=O)Oc1ccc(-c2ccc3sccc3c2)cc1,108,95,100,102,106,90,97,105
